Mcl1-Bid inh: Mcl-1/Bid binding inhibitors, primary screen, biochemical, TR-FRET, 1536-well; Induced myeloid leukemia cell differentiation protein Mcl-1 (Homo sapiens), Q07820; TR-FRET Mcl-1/Bid-Dy647 peptide binding; inhibition, % at 21.7 µM; 220,000 compounds, 0.97% hits; AID 1021, 2008;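 active means compounds that cut the binding signal by more than half at the single screening dose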;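 further: His-tagged Mcl-1 with europium anti-His antibody binding Bid BH3 peptide; 0% = Mcl-1 plus peptide wells and 100% = peptide-only wells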
Mcl-1 Bim block: inhibitors of Bim peptide binding to Mcl-1, primary screen, biochemical, bead-based flow cytometry, multiplex | inhibition, % at 10 µM | Bim peptide-Mcl-1 binding | AID 1009, 2008 | 190,000 compounds, 0.1% hits; in the data active means inhibition above about 40%;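 further: 0% = no compound tracer wells and 100% = peptide blocker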
RGS4-Gao reg: modulators of RGS4 binding to Galphao, primary screen, biochemical, multiplexed bead flow cytometry; actives lie on both sides; 220,000 compounds, 0.33% hits; binding response (% of control), % at 10 µM; in the data active means binding response below about 49% or above about 150%; inactive means in between;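 further: fluorescent Galphao activated with aluminum fluoride binding bead-coupled RGS4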
Mcl1-Noxa inh: Mcl-1/Noxa binding inhibitors, primary screen, biochemical, TR-FRET, 1536-well; Induced myeloid leukemia cell differentiation protein Mcl-1 (Homo sapiens), Q07820; TR-FRET Mcl-1/Noxa peptide binding, 2 h; inhibition, % at 21.7 µM; 220,000 compounds, 1.5% hits; AID 1022, 2008;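 active means compounds that cut the protein-peptide binding signal by more than 50% relative to plate controls in a single-dose test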;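 further: His-tagged Mcl-1 with rhodamine Noxa BH3 peptide and terbium anti-His antibody; 0% = Mcl-1 plus Noxa peptide wells and 100% = peptide-only wells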
ABCG2 inh: ABCG2 efflux pump inhibitors, primary screen, multiplex with ABCB1, IgMXP3 cells, flow cytometry; JC-1 efflux; inhibition, % at 6.6 µM; 190,000 compounds, 0.1% hits;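 active means inhibition above 80%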;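 further: 0% = DMSO and 100% = nicardipine control wells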
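Times: 10 min at 25 °C | Test system: Two drug-resistant human cell lines, ABCG2 and ABCB1 | Quantity: 3 million cells/mL final, two lines in 1:1 ratio | Signal: Flow cytometry, 530 nm JC-1 signal | Dosing: Compound at 6.6 µM | Controls: Nicardipine and DMSO wells | Reagent: JC-1 as fluorescent efflux pump substrate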
Pf gamet viab: late stage P. falciparum gametocyte viability inhibitors, primary screen, ATP luminescence, HTS; P. falciparum stage V gametocytes, 24 h; inhibition, % at 10.9 µM; 150,000 compounds, 0.065% hits; AID 743093, 2013;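 active means inhibition above the mean plus 3 SD of compounds within the control limits, set per campaign, cut at about 38% in these data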;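 further: 0% = DMSO wells and 100% = medium only without gametocytes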
RGS8-Gao: RGS8-Galphao binding modulators, primary screen, biochemical, multiplexed bead flow cytometry; Guanine nucleotide-binding protein G(o) subunit alpha (Homo sapiens), P09471; actives lie on both sides; response (percent of control binding), % at 10 µM; 220,000 compounds, 0.34% hits; AID 1423, 2008; in the data active means response below about 60% or above about 140%; inactive means in between;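 further: Galphao activated as the GDP aluminium fluoride complex binding bead-coupled RGS8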
GSH fluor: compound fluorescence on glutathione beads, profiling panel, artefact control, biophysical, 488/530 nm, flow cytometry. GSH beads flow cytometry, compound fluorescence 488/530 nm; hits give high values. 190,000 compounds, 0.25% hits. fluorescence (KMESF) at 10 µM. AID 1776, 2009; in the data active means fluorescence above about 89;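 further: glutathione beads carrying GST-tagged Bcl family fusion proteins plus one bare bead set; values are compound well signal with DMSO vehicle wells as background; inactives centre near 16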
ABCB1 inh: ABCB1 efflux pump inhibitors, primary screen, cell-based, multiplex, flow cytometry, ABCG2 counter-screen; ATP-dependent translocase ABCB1 (Homo sapiens), P08183; CCRF-Adr cells, JC-1 efflux; inhibition, % at 6.6 µM; 190,000 compounds, 0.067% hits; AID 1326, 2008; in the data active means inhibition above about 40%;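 further: 0% = vehicle and 100% = reference inhibitor; higher value means more JC-1 retained so stronger ABCB1 efflux block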
Target sequence (P08183 whole entry, looked up): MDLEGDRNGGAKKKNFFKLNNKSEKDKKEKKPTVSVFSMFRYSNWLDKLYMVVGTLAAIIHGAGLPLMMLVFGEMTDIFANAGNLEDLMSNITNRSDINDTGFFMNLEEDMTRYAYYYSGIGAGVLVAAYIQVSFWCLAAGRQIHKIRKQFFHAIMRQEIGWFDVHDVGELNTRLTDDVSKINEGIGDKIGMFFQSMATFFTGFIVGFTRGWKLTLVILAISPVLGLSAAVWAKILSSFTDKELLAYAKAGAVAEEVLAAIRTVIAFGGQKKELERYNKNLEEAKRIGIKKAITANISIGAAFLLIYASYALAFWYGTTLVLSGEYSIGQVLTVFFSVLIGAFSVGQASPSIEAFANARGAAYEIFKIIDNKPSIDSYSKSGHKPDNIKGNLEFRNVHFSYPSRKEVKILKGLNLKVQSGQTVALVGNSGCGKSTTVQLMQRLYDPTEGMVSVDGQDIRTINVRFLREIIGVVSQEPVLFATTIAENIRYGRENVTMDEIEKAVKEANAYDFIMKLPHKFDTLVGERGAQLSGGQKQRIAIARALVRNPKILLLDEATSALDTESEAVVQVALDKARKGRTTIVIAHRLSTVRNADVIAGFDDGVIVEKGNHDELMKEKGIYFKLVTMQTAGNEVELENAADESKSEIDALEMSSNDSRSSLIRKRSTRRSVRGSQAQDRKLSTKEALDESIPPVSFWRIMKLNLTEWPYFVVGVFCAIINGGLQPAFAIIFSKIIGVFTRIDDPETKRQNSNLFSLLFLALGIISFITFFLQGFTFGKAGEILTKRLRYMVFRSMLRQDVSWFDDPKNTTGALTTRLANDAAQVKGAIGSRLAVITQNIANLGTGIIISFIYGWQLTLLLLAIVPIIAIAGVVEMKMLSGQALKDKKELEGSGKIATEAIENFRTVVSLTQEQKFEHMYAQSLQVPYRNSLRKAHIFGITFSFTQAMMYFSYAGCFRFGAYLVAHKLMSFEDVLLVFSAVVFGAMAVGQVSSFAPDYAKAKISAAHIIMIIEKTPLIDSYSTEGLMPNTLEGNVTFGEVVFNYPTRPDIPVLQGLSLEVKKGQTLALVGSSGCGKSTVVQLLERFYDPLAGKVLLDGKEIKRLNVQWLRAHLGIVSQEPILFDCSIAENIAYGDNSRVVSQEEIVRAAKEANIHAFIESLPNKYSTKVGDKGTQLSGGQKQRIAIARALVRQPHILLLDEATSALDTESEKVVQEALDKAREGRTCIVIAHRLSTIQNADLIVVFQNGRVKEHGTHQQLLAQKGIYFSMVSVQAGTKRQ
Avidin bead fluor: green autofluorescence of compounds with avidin beads – biophysical, 488/530 nm, flow cytometry, artefact control, profiling panel; fluorescence (KMESF) at 10 µM; AID 1775, 2009; compound fluorescence 488/530 nm; hits give high values; 220,000 compounds, 0.38% hits; in the data active means fluorescence above about 47; further: inactives centre near 10
RGS7-Gao reg: RGS7-Galphao binding modulators, primary screen, biochemical, multiplexed bead flow cytometry. Guanine nucleotide-binding protein G(o) subunit alpha (Homo sapiens), P09471. actives lie on both sides. binding response (% of control), % at 10 µM. 220,000 compounds, 0.35% hits. AID 1439, 2008; in the data active means binding response below about 49% or above about 150%; inconclusive means no clear call, values can overlap the other calls; inactive means in between;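 further: fluorescent Galphao held in activated GDP-AlF4 state binding bead-coupled RGS7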
An asterisk follows results filed as active; ? = inconclusive; . = no result given; & = joins results of further samples. This is a random part of the collection. Share with any hit: about 3.3%.

SMILES	Mcl1-Bid inh	Mcl-1 Bim block	RGS4-Gao reg	Mcl1-Noxa inh	ABCG2 inh	Pf gamet viab	RGS8-Gao	GSH fluor	ABCB1 inh	Avidin bead fluor	RGS7-Gao reg
CCCCC(=O)OCC(=O)c1[nH]c(C)c(C(=O)OCC)c1C	7.5	2.0	101.8	11.9	.	.	103.4	17	.	5	99.6
COc1ccccc1-c1cc(C(=O)N/N=C/c2sccc2C)c2ccccc2n1	1.9	-9.0	100.3	24.2	20.5	-4.7	101.9	24	4.1	28	101.1
Cc1c(NC(=O)CSc2ccc(Cl)cc2)cccc1-c1nc2ncccc2o1	14.9	-1.0	99.6	-6.9	8.6	-38.8	101.1	21	2.0	10	100.2
Cc1nc2c(o1)CCc1ccccc1C2N1CCN(C)CC1 (stereo unspecified)	18.8&13.3	-1.0&0.0	102.8&102.7	22.7&9.8	2.7&0.0	14.1&2.2	104.0&102.2	23&10	0.6&0.0	27&13	98.6&111.0
O=C(NC(n1ccc(=O)[nH]c1=O)C(Cl)(Cl)Cl)C12CC3CC(CC(C3)C1)C2 (stereo unspecified)	-7.9	.	97.1	-18.0	.	10.6	105.4	.	.	8	?
CCN(CC)CCN(Cc1cc2cc3c(cc2[nH]c1=O)OCO3)C(=S)NCC1CCCO1 (stereo unspecified)	-38.3	4.0	109.3	18.6	1.7	9.3	113.6	14	0.2	10	109.7
O=C1/C(=C\c2cccnc2)SC(=S)N1C1CCS(=O)(=O)C1 (stereo unspecified)	-82.1	-2.0	99.6	-36.3	20.6	.	98.8	35	1.0	13	99.0
Cc1cc(C(=O)COc2ccc3ccc(=O)oc3c2)c(C)n1C	-16.8	-2.0	99.3	-4.4	7.8	.	98.5	13	1.1	17	?
COc1cccc(C(=O)N(c2ccc(C)cc2)C2C=CS(=O)(=O)C2)c1 (stereo unspecified)	2.1	0.0	90.3	1.5	0.8	2.1	96.3	15	-0.5	.	92.6
CC(=O)Nc1ccc(OC(F)(F)C(F)F)c(NC(C)=O)c1	-9.3	-1.0	105.5	-11.1	3.7	5.6	98.4	34	0.5	6	105.6
Cc1cc2nc(C)c(Cl)c(=O)n2[nH]1	-33.0	3.0	102.6	12.0	-0.1	5.7	102.8	24	-0.3	11	102.6
Cc1cc(C)cc(NC(=O)CSc2ccc(-c3ccco3)nn2)c1	-10.4	-6.0	101.4	48.4	2.3	-13.1	98.5	18	0.3	9	95.3
Cc1ccc(S(=O)(=O)N2CCN(c3nc4ccccc4nc3-n3nc(C)cc3C)CC2)cc1	13.2	0.0	98.5	12.7	7.4	-1.0	98.8	22	6.6	39	102.6
COC(=O)Nc1ccc2ncn(C)c(=O)c2c1	8.0	2.0	99.5	3.6	-0.4	.	96.6	19	-2.3	7	97.7
CCn1c(=O)cc(SCC(=O)NCc2ccccn2)c2ccccc21	-1.5	0.0	98.5	-5.5	4.3	1.1	102.4	12	0.6	44	102.4
CCC(C)N1C(=O)S/C(=C/c2ccc(N3CCOCC3)cc2C)C1=O (stereo unspecified)	-39.5	-6.0	101.0	5.5	11.4	-1.3	103.9	11	0.9	8	99.5
COc1ccc(-n2c3c(c(=O)[nH]c2=O)C(NC(=O)c2ccncc2)(C(F)(F)F)C(=O)N3)cc1 (stereo unspecified)	-15.1	-2.0	100.3	18.3	0.3	.	99.9	11	0.7	6	92.0
Nc1ncnc(SCc2c(F)cccc2Cl)n1	-8.2	.	103.5	7.9	.	-7.1	100.1	.	.	3	?
COc1ccccc1N1CCN(c2nc(-c3ccccc3)cc(C(F)(F)F)n2)CC1	-14.5	0.0	98.6	-7.4	-0.2	.	98.6	20	-0.1	16	93.9
COc1ccc(COc2ccc(C3C(S(=O)(=O)c4ccccc4)CON3C)cc2OC)cc1 (stereo unspecified)	-4.3	-1.0	100.3	2.3	2.5	.	100.0	18	9.4	10	101.9
O=C(O)[C@H]1CCCC[C@H]1C(=O)Nc1cc([N+](=O)[O-])ccc1F	-2.2	-2.0	87.3	4.2	8.0	-9.2	95.2	15	0.5	13	86.7
Cn1nc(C(=O)OCC(=O)N2CCc3ccccc32)c2ccccc2c1=O	6.3	2.0	107.0	17.9	0.2	24.7	100.9	36	0.5	7	102.0
Cc1onc(-c2ccccc2)c1C(=O)N1CCN(c2ncccn2)CC1	8.9	1.0	101.2	38.1	1.0	23.5	99.7	9	0.7	8	107.5
O=[N+]([O-])c1ccc(N2CCOCC2)cc1NCc1ccccc1	-23.9	-1.0	97.3	5.9	4.8	0.1	94.5	64	0.7	15	98.0
O=C1OC2CCC1(c1ccccc1)C2 (stereo unspecified)	-17.8	10.0	95.7	15.0	1.6	.	83.3	17	0.8	4	99.1
CC(C)(C)c1ccc(OC(=O)Cn2c(C(F)(F)F)nc3ccccc32)cc1	-15.5	2.0	103.6	3.2	2.6	-12.2	100.6	21	0.6	9	101.8
Cn1c(=O)c2c(nc(NC3CCCCC3)n2Cc2ccccc2)n(C)c1=O	-29.2	-1.0	96.9	5.5	6.5	.	98.6	25	1.4	6	99.5
Nc1nn(-c2ccccc2)c(N)c1N=Nc1ccccc1F	-21.2	-1.0	104.7	19.6	14.1	-8.8	103.5	16	0.9	20	111.0
Cc1cccc(OCC(=O)N(Cc2cccs2)C2CCS(=O)(=O)C2)c1C (stereo unspecified)	-14.8	0.0	93.6	12.0	3.2	.	82.9	43	0.0	9	92.5
CCOC(=O)C1CCN(S(=O)(=O)c2ccc3[nH]c(=O)c(=O)[nH]c3c2)CC1	-27.8	1.0	94.8	1.3	-0.4	-9.5	97.8	18	0.3	11	96.4
Cc1ccc2oc(=O)c(/C=C(\O)c3sc(C)nc3C)nc2c1	-120.7	-3.0	104.9	-25.5	3.8	-19.8	104.8	15	1.2	17	103.4
O=C(CSC1=NCCS1)Nc1cccc(F)c1	-36.8	-2.0	100.6	-4.2	1.1	-1.7	91.7	18	0.1	4	93.2
CC1(C)CC2CC(C)(CN2C(=O)c2ccccc2)C1 (stereo unspecified)	-4.8	1.0	100.1	-2.5	1.4	22.2	103.2	10	0.4	9	103.1
O=C(NC(=S)NC1CC1)c1cccnc1	-29.8	-3.0	99.3	5.2	1.2	9.0	96.1	19	0.3	28	100.3
Cc1ccc(Cn2nnnc2CN2CCC(O)(c3ccc(F)cc3)CC2)cc1	-13.6	-2.0	99.4	4.0	4.9	-3.4	100.4	57	1.1	8	102.4
CSCCC1NC2(C(=O)Nc3c(C)cc(Cl)cc32)[C@@H]2C(=O)N(C3CCCC3)C(=O)[C@H]12 (stereo partly specified)	-9.3	-2.0	104.3	12.5	4.7	-9.2	103.3	26	0.9	12	100.5
CC(C)[C@H](NC(=O)c1ccccc1)C(=O)OCC(=O)N1CC2(C)CC1CC(C)(C)C2 (stereo partly specified)	-36.1	-3.0	98.1	-12.9	3.1	22.2	94.6	4	3.4	8	99.1
COc1ccccc1-c1nnc(SCC(=O)OC(C)C)o1	-10.3	1.0	89.3	13.0	5.2	.	97.1	28	0.8	15	89.1
Cc1nc2sc3c(c2c(=O)[nH]1)CCCCC3	-36.1	.	96.0	3.8	.	-5.0	99.3	.	.	5	?
NC(=NC(=O)c1ccc(OCC(F)(F)F)nc1)c1ccccc1	-4.6	.	100.9	8.2	.	-12.2	102.0	.	.	9	?
CCC(=O)c1cc2c(cc1NC(=O)c1ccccc1)OCCO2	11.9	0.0	110.6	9.2	9.0	.	100.2	14	0.5	16	103.5
CCCc1nc2ccccc2c(=O)n1-c1c(C)n(C)n(-c2ccccc2)c1=O	-23.1	1.0	107.5	20.1	1.1	.	100.3	27	0.5	28	105.3
Cc1ccc2nc(NCc3ccccc3)c(C#N)cc2c1	11.8	.	99.7	-14.0	.	-13.7	100.2	.	.	7	?
Cc1ccccc1OCC(=O)Nc1cccc(NC(=O)c2ccco2)c1	-18.6	-1.0	99.7	17.0	24.7	.	102.8	24	1.3	10	98.1
CCOc1nc(-c2ccccc2)ccc1-c1noc(COc2ccccc2)n1	8.2	0.0	103.1	-7.6	4.6	.	100.6	14	0.6	39	102.6
O=C(CSc1nnc2ccccn12)NCCN1C(=O)CSC1=O	-19.0	-1.0	100.4	5.9	2.9	.	101.2	24	1.5	11	105.3
Cc1cnc(NC(=O)CSc2nnc(C)n2N)s1	-9.7	-2.0	99.5	14.4	2.4	6.4	100.8	9	0.7	3	102.4
Cc1ccc(NC(=O)Nc2c(C)n(C)n(-c3ccccc3)c2=O)cc1C	-12.3	0.0	92.5	-6.8	-0.2	-2.3	96.8	11	0.1	12	94.6
COc1cccc2cc(-c3n[nH]c(=S)n3C)oc12	-25.0	0.0	97.3	39.2	9.9	7.5	100.6	9	0.0	13	106.5
COc1cccc2cc(C(C)N(CCCN3CCOCC3)C(=S)Nc3cc(C)cc(C)c3)oc12 (stereo unspecified)	-33.9	-2.0	99.2	8.2	11.3	-37.0	100.0	25	2.6	9	93.9
O=C(NCc1ccccc1)Oc1cccc(Cl)c1	-5.1	8.0	96.4	5.3	1.8	10.8	101.3	75	0.2	5	95.2
Cc1ccc2c(c1)-c1c(cnn1CC(=O)N(Cc1ccco1)C1CCCCC1)CO2	-5.5	0.0	99.3	-7.1	1.9	.	99.2	27	1.5	7	97.5

Four records drawn at random from the list so far, as already listed:
SMILES	Mcl1-Bid inh	Mcl-1 Bim block	RGS4-Gao reg	Mcl1-Noxa inh	ABCG2 inh	Pf gamet viab	RGS8-Gao	GSH fluor	ABCB1 inh	Avidin bead fluor	RGS7-Gao reg
COc1cccc2cc(-c3n[nH]c(=S)n3C)oc12	-25.0	0.0	97.3	39.2	9.9	7.5	100.6	9	0.0	13	106.5
CCn1c(=O)cc(SCC(=O)NCc2ccccn2)c2ccccc21	-1.5	0.0	98.5	-5.5	4.3	1.1	102.4	12	0.6	44	102.4
NC(=NC(=O)c1ccc(OCC(F)(F)F)nc1)c1ccccc1	-4.6	.	100.9	8.2	.	-12.2	102.0	.	.	9	?
Cc1cc(C(=O)COc2ccc3ccc(=O)oc3c2)c(C)n1C	-16.8	-2.0	99.3	-4.4	7.8	.	98.5	13	1.1	17	?
